# Screening results deposited in PubChem by National Center for Advancing Translational Sciences (NCATS).
# FEN1 inhibitor – human FEN1 inhibition | AID 588795 | Recombinant FEN1 flap cleavage, fluorescence, 15 min | 390,000 tested, 0.35% active | Potency, µM (top dose mostly 114 µM), for the others: at the top dose activity change, negative = inhibition, actives largely listed as inhibitors | P39748; also: nearly all actives have a fitted effect of over 65% in size
# Target sequence (P39748 whole entry, looked up): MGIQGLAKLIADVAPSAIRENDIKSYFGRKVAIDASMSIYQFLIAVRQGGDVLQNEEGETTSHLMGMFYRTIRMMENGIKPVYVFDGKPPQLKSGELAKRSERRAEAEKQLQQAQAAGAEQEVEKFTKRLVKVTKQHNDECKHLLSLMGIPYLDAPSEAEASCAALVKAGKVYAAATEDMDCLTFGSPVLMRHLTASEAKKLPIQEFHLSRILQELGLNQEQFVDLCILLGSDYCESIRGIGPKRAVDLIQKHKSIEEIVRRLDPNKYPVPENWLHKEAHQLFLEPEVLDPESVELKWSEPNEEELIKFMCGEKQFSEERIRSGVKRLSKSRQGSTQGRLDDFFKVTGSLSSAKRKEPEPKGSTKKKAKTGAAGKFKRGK
#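 Steps: FEN1 (10 nM) dispensed; compound added by pin tool; 15 min at room temperature; substrate added to 50 nM final; reads at 0 min and 15 min; data normalized and fitted (four-parameter Hill).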
# N370S GC mod – N370S glucocerebrosidase modulation, Gaucher chaperone candidate | P04062 | N370S GC spleen homogenate, 4MU-glucoside fluorescence | Potency, µM (series often up to 59.4 µM), inactives show at the top dose activity change, negative = inhibition, usual class: inhibitors | 330,000 tested, 0.092% active | AID 2101;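 also: 0% = full enzyme activity and -100% = no enzyme basal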
# TDP1 cell CPT – growth inhibition of DT40 Tdp1-/-;hTDP1 cells with camptothecin (screen for TDP1 inhibitors); 420,000 tested, 12% active; Potency, µM (titrated, usually from 46.2 µM), for inactives: at the highest dose activity change, negative = growth inhibition, most hits filed as inhibitors; AID 686979; chicken DT40 Tdp1-/-;hTDP1 cells + 20 nM CPT, ATP luminescence, 48 h; also: nearly all actives have a fitted effect of over 55% in size
#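 Chicken DT40 Tdp1-/- cells complemented with human TDP1, 400 cells/well, exposed to compounds plus 20 nM camptothecin for at least 48 h at 37 C; viability read as ATP content by CellTiter-Glo luminescence.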
# The depositor's hits bear a star; u = inconclusive; x = not tested or not shown; & = joins results of further samples; [ ] = another dose, or the depositor's remark. Calls follow the shape of the dose curve; as a rule, active = well fitted curve in the direction sought with a large enough effect; inconclusive = small, poorly fitted or top-dose-only effect, or another doubt; inactive = no such curve, though single readings can be large; an effect the other way counts as inactive or inconclusive. Unless noted, % is scaled to controls: 0 for no effect and ±100 for the full control effect; potency is read from the fitted curve at half-maximal effect. The list is partial; count on the stated rates, not on these rows.
SMILES,FEN1 inhibitor,N370S GC mod,TDP1 cell CPT
C=CCC(=O)N1CCCC(CO)(Cc2ccc(F)cc2F)C1 (configuration not stated),-18%,-15%,-18%
Cc1nc2nc(SCC(=O)Nc3ccccc3Cl)nn2c(C)c1Cc1ccccc1,2%,x,u
O=C(c1ccc(-c2ccccc2Cl)o1)N1CCN(c2ccccc2O)CC1,-5%,-3%,u
Cc1nc2ccc(C(=O)O)cc2c2c1CC(CN)O2 (configuration not stated),1%,0%,6%
CCN1/C(=C2/OC(=S)N(C)C2=O)Sc2ccccc21,-1%,8%,u
Cc1cc2nc(-c3ccc(=O)[nH]c3)n(Cc3ccccc3)c2cc1C,-13%,2%,u
Cc1ccnc2nc(C(=O)N3CCN(c4ccc(F)cc4)CC3)nn12,13%,22%,2%
O=C(Nc1nc2ccccc2[nH]1)C1CC(=O)N(c2ccc3c(c2)OCCO3)C1 (configuration not stated),7%,17%,3%
COC(=O)C1CCN(C(=O)CN2C(=O)c3ccccc3S2(=O)=O)CC1,0%,-4%,u
CN(C)c1ccc(C(=S)N2CCOCC2)cc1Br,6%,-15%[2.35 µM],-17%
CSc1c(-c2ccccc2)nc2ccc(Cl)cc2c1C(=O)O,-2%,5%,4%
Cc1ccc(N(C)S(=O)(=O)c2ccc(-c3cc(C)no3)s2)cc1,u,8%,6.5µM*
CCC(=O)NCCc1nc(-c2ccccc2)no1,-9%,x,-8%
Cc1ccccc1N1C(=O)c2cccc3cccc(c23)C1=O,-1%,7%,-25%
Cn1c(=O)[nH]c(=O)c2c1nc(N1CCOCC1)n2CC(O)COc1ccc2ccccc2c1 (configuration not stated),-7%,3%,-26%
c1nnnn1C12CC3CC(CC(C3)C1)C2,8%,5%,-4%
O=C(NCc1ccccn1)c1ccc2c(c1)N(Cc1ccccc1)CCS2,-5%,u,u
O=C(CCc1nnc(Cc2ccc3c(c2)OCO3)o1)NCCc1ccccc1Cl,8%,-11%,12µM*
COc1ccc(OC(=O)COc2ccccc2C)cc1,5%,x,-13%
Cc1c(Cl)cnc(NC(=O)COC(=O)[C@@H](NC(=O)c2ccco2)C(C)C)c1Cl,-20%,x,u
CCOc1ccccc1NC(=O)Nc1cccc(C(C)=O)c1,0%,3%,29µM*
CCN(CC)CCC(=O)N1C/C(=C/c2ccccc2)C(=O)/C(=C\c2ccccc2)C1,6%,x,1.8µM*
CC(NC(=O)c1cccs1)c1nnc(SCc2ccc(Cl)cc2Cl)n1C (configuration not stated),15%,2%,u
C=CC[C@@H](CC(=O)N[C@@H](CO)Cc1ccccc1)C(=O)N[C@H](COC(=O)[C@H](CC=C)CC(=O)OC(C)(C)C)Cc1c[nH]c2ccccc12,-19%,x,u

# Whole records, looked up by structure. Screens in order: FEN1 inhibitor	N370S GC mod	TDP1 cell CPT
# CCC(=O)NCCc1nc(-c2ccccc2)no1 in the list: -9%	x	-8%
# O=C(NCc1ccccn1)c1ccc2c(c1)N(Cc1ccccc1)CCS2 in the list: -5%	u	u
# CC(NC(=O)c1cccs1)c1nnc(SCc2ccc(Cl)cc2Cl)n1C (configuration not stated) in the list: 15%	2%	u

# The listing picks up, starting five compounds before the break.
SMILES,FEN1 inhibitor,N370S GC mod,TDP1 cell CPT
Cc1c(Cl)cnc(NC(=O)COC(=O)[C@@H](NC(=O)c2ccco2)C(C)C)c1Cl,-20%,x,u
CCOc1ccccc1NC(=O)Nc1cccc(C(C)=O)c1,0%,3%,29µM*
CCN(CC)CCC(=O)N1C/C(=C/c2ccccc2)C(=O)/C(=C\c2ccccc2)C1,6%,x,1.8µM*
CC(NC(=O)c1cccs1)c1nnc(SCc2ccc(Cl)cc2Cl)n1C (configuration not stated),15%,2%,u
C=CC[C@@H](CC(=O)N[C@@H](CO)Cc1ccccc1)C(=O)N[C@H](COC(=O)[C@H](CC=C)CC(=O)OC(C)(C)C)Cc1c[nH]c2ccccc12,-19%,x,u
COc1ccc(C(=O)c2ccc3oc(-c4ccc(OC)cc4)c(C#CCCO)c3c2)cc1,1%,x,-21%
Cc1c(-c2nc3ccccc3[nH]2)cnn1C,11%,x,19%
NS(=O)(=O)c1ccc2nc(NC(=O)Nc3ccc(F)cc3)sc2c1,-13%,-12%,-5%
COc1ccc(S(=O)(=O)N2CCN(C(=O)c3cccs3)CC2)cc1OC,-12%,-3%,u
CC(C)Sc1ccc([N+](=O)[O-])cc1C(=O)Nc1ccncc1,-10%,-14%,-4%
CC(C)(C)c1ccc(OCCNC(=O)c2ncn[nH]2)cc1,4%,-2%,-18%
COc1ccc(-c2nc3cnc(N4CCN(C)CC4)nc3n(C)c2=O)cc1,x,3%,u
O=C(C1CCN(S(=O)(=O)c2ccccc2)CC1)N1CCN(c2ccccc2)CC1,1%,-2%,u
COc1ccc(C(C)C)cc1S(=O)(=O)N1CCC(C(=O)N2CCN(C)CC2)CC1,10%,-9%,-22%
COc1ccc(C2c3c(-c4ccccc4O)n[nH]c3C(=O)N2Cc2ccco2)cc1 (configuration not stated),1%&6%,13%,u
CN(c1ccc(C(=O)Nc2ccccn2)cc1)S(=O)(=O)c1ccccc1,17%,-2%,-30%
O=C(c1cncc(Br)c1)N1CCN(S(=O)(=O)c2ccccc2)CC1,-4%,-15%,13%
O=C(Nc1ccc2c(c1)OCO2)Nc1ccc(Br)cn1,2%,-9%,6%
CCN(C[C@H]1N[C@@](CC)(C(=O)OC)[C@H]2C(=O)N(C)C(=O)[C@@H]12)C(=O)C1CCCCC1,-17%,x,-1%
O=C1c2ccccc2C(=O)N1CCC#Cc1ccc2cc(C3(O)CCCCC3)oc(=O)c2c1,-14%,x,u
Cc1c(C)c2ccc(OCC(=O)Nc3ccc(N4CCC(C)CC4)cc3)cc2oc1=O,16%,7%,0%
Cc1cc(NC(=O)CSc2nnc(-c3c[nH]c4ccccc34)n2C)no1,-5%,8%,-22%
Cn1c(CN2CCOCC2)nnc1SCC(=O)NC1CCCCC1,-2%,-5%,16%
CC(c1ccccn1)N(CCN(C)C)C(=S)Nc1ccccc1F (configuration not stated),5%,1%,0%
O=C(Nc1ccc(Cl)cc1)N(C1=NCCC1)c1ccc(OC(F)F)cc1,-23%,11%,-16%
O=C(CN(Cc1ccccc1)C(=O)CCC(=O)Nc1nccs1)NCc1ccc(F)cc1,0%,-2%,-1%
CCOc1cc(N2CCOCC2)c(OCC)cc1NC(=O)c1cccc(N(C)C)c1,-2%,-10%,u
Cc1cc(C)n(S(=O)(=O)c2ccc3oc(=O)ccc3c2)n1,9%,-4%,-19%
Cc1ccc(CN2CCCn3nc(C(=O)NCC(C)c4ccccc4)cc3C2=O)cc1 (configuration not stated),-5%,x,u
CCCNC(=O)c1sc2c(c1C(=O)Nc1ccccn1)CCCC2,-12%,u,26µM*
CC(=O)Nc1cc2c(cc1Cl)-c1ccc(F)cc1C2O (configuration not stated),30%,x,u
CC(C)C[C@@H](N)c1nnc(SCC(=O)c2ccc(Cl)cc2)o1,5%,-3%,u
COCCCNC(=O)Cn1nc(N2CCN(c3ccccc3)CC2)ccc1=O,16%,x,1%
CC1CCN(S(=O)(=O)c2ccc3ncn(CC(=O)Nc4ccccc4C(F)(F)F)c(=O)c3c2)CC1,3%,x,21µM*
CCOc1c2ccccc2nn1CCO,13%,0%,0%
COc1ccc(-c2nc(O)c3cnccn23)cc1,-11%,-5%,-4%
COC(=O)c1cc(Cl)c(NC(=O)/C=C/c2ccc(OC)c(OC)c2)cc1OC,-15%,7%,u
Cc1[nH]c2ccccc2c1C(c1ccncc1)N1CCN(c2ccccn2)CC1 (configuration not stated),-7%,6%,u
Cc1cc(OCC(=O)N[C@@H](Cc2c[nH]c3ccccc23)C(=O)O)c2c(C)c(C)c(=O)oc2c1,-19%,u,6%
O=C(Nc1ccc2nc(SCCOc3ccccc3)sc2c1)c1cccs1,1%,x,u
CC(C)SC1=NC(C)(C)C=C(/C=C/c2c(Cl)cccc2Cl)N1,-6%,-22%,u
CCn1cc(Br)c(C(=O)Nc2ccc(F)c(Cl)c2)n1,1%,u,u
CSc1ccc(/C=N/NC(=O)CNc2cccc3ccccc23)cc1,10%,-4%,-3%
COc1ccc2nc(SCC(N)=O)[nH]c2c1,13%,2%,-18%
O=C(CSc1ncccc1C(=O)Oc1ccccc1Cl)Nc1ccc(C(F)(F)F)cc1Cl,-15%,x,u
O=c1c2ccccc2oc2cc(-c3ccc(CN4CCOCC4)cc3)ccc12,-12%,x,13µM*
Cc1sc2nc(COC(=O)c3ccc(O)cc3)[nH]c(=O)c2c1C,-22%,8%,u
COc1cccc2c(=S)c(CCC(C)=O)c(C)[nH]c12,9%,15%,u
Cc1cc(C)cc(OCCCC(=O)O)c1,-1%,-7%,-6%
Cc1ccccc1OCc1nc2ccccc2c(=O)n1/N=C/c1cn[nH]c1-c1ccccc1,-3%,-2%,u
CC(C)c1[nH]nc2c1C(c1ccc(OC(=O)c3ccco3)cc1)C(C#N)=C(N)O2 (configuration not stated),9%,-5%,u
C=CC[C@H](CC(=O)NCCO)C(=O)N[C@@H](COC(=O)[C@@H](CC=C)Cc1ccc(F)cc1)Cc1ccccc1,-6%,x,21µM*
O=C(c1ccc2c(=O)n(C3CCCC3)c(=S)[nH]c2c1)N1CCc2ccccc21,2%,6%,12µM*
O=C(c1ccc(C(F)(F)F)cc1)C1CCCN(C(=O)Cn2cnnn2)C1 (configuration not stated),-3%,-2%,-17%
O=C(Nc1ccc2c(c1)oc1ccccc12)c1cccnc1,-3%,4%,-26%
CCOC(=O)/C(=N\Nc1ccccc1)c1csc(Nc2ccc(C)cc2)n1,8%,4%,u
COc1ccc(NS(=O)(=O)c2cccc(C(=O)NNC(=O)c3ccccc3O)c2)cc1,-13%,u,u
Cc1cccc(N2CCN(C(=O)CCNS(=O)(=O)c3ccc4c(c3)CCN4C(=O)C3CC3)CC2C)c1 (configuration not stated),12%,x,5.8µM*
CCn1c(CNC(=O)c2ccc(Cl)cc2)nnc1SCC(=O)NC1=NCCS1,10%,-6%,-13%
Cc1cccc(-n2c(N)cc(=O)[nH]c2=S)c1,4%,2%,u
Cc1cc(C(=O)Nc2ccc(Br)cc2F)n(-c2ccccc2)n1,11%,1%,u
OCCC1CN(Cc2ccccc2O)CCN1CCc1ccccc1 (configuration not stated),-1%,-8%,25%
CN(C)CCC(O)(c1ccccc1)c1ccccc1,10%,4%,-12%
CCOc1ccc(CCNC(=O)CSc2n[nH]c(-c3ccccc3)n2)cc1OCC,15%,x,u
CCOC(=O)c1ccc(CN(Cc2ccccc2C)S(=O)(=O)c2ccc(F)c(C(=O)Nc3cccc(OC)c3)c2)cc1,-6%,x,0%
# (continued)
SMILES,FEN1 inhibitor,N370S GC mod,TDP1 cell CPT
O=C(NC(=S)Nc1ccccc1N1CCCC1)c1ccc([N+](=O)[O-])cc1,5%,6%,26µM*
Cc1ccc(C(c2nnnn2CC2CCCO2)N2CCN(c3cccc(C)c3C)CC2)cc1 (configuration not stated),-17%,u,u
COc1ccccc1NC(=O)c1nc(S(=O)(=O)Cc2ccccc2)ncc1Cl,-1%,1%,1.3µM*
Cn1c2ccc(F)cc2c2nnc(SCCN3CCCCC3)nc21,u,-9%,u
COC(=O)C1CCN(C(=O)c2ccccc2NC(C)=O)CC1,0%,1%,1%
Cc1ccc(-c2nn(-c3ccccc3)cc2CC(=S)N2CCOCC2)cc1,-19%,5%,-7%
CCN1CCN(c2cc(=O)n(C3CCCCC3)c(=O)[nH]2)CC1,1%,19%,-6%
O=C1[C@@H]2Cc3c([nH]c4ccccc34)C(c3ccccc3)N2C(=O)CN1CCO (some centres not stated),-1%,u,-2%
CCOCCn1ccc2c(OCC(=O)Nc3ccc(OC)cc3OC)cccc2c1=O,12%,2%,-23%
CCc1nnc(NC(=O)CCc2ccc(C)o2)s1,1%,-11%,-23%
COC(=O)c1ccccc1S(=O)(=O)N1CCC(C(=O)NCC2CCCO2)CC1 (configuration not stated),5%,0%,1%
O=C(O)C(Cc1ccccc1)N1C(=O)c2c(Cl)c(Cl)c(Cl)c(Cl)c2C1=O (configuration not stated),0%,x,-11%
COc1ccc(NC(=O)CN2C(=O)NC3(CCCCCCC3)C2=O)cc1,1%,-2%,-15%
CN(CC(=O)Nc1c(Cl)cccc1Cl)C(=O)CC1OC(=O)c2ccccc21 (configuration not stated),-14%,x,14%
CSc1cccc(NC(=S)N2CCC(c3ccccc3)C2)c1 (configuration not stated),-12%,8%,-17%
O=C(c1c[nH]c2ccc(F)cc2c1=O)N1CCCCCC1,-12%,3%,0%
COc1cc(OC)c(/C=C/c2nccc3ccccc23)c(OC)c1,4µM*,x,0.071µM*
c1cncc(CNc2ncnc3ccc(-c4cccnc4)cc23)c1,-15%,-18%&-2%,0.0065µM*
O=C(Nc1cccc(F)c1)N1CC=C(c2ccc(Cl)cc2)CC1,-9%,22%,u
CC(=O)c1ccc(S(=O)(=O)NCCC(=O)OCC(=O)N2CCCC2=O)cc1,-4%,-1%,6%
